# Source: PubChem (several laboratories)
# RSV CPE inhibition – inhibition of RSV-induced cytopathic effect – HEp-2 cells, primary 10 µM value included (AID 2391) | one-dose CPE inhibition, % at 10 µM; IC50 in µM for titrated hits | 0.13% of 310,000 active | HEp-2 cells, RSV-induced CPE inhibition; higher % means a stronger effect; in the data active = a potency from the dose series; inconclusive = CPE inhibition mostly from about 23% at the one dose, without a potency; inactive = the rest, 99 in 100 with CPE inhibition below about 21%; note: strong numbers were not always called active
# West Nile virus CPE – inhibition of WNV-induced cytopathic effect – cell-based, CPE readout (AID 1621); West Nile virus-infected cells, CPE inhibition; higher % means a stronger effect; CPE inhibition, % at 10 µM; hits with a dose series show IC50 in µM; 0.02% of 290,000 active; in the data active = a potency from the dose series; inconclusive = CPE inhibition mostly from about 3.7% at the one dose, without a potency; inactive = the rest, 99 in 100 with CPE inhibition below about 2.2%; note: strong numbers were not always called active
# ER stress rescue – rescue of cells from ER stress-induced death, primary screen, 384-well, CSM14.1, thapsigargin, ATP luminescence (AID 1222). CSM14.1 thapsigargin-induced death rescue, ATP luminescence; higher % means a stronger effect. one-dose cellular ATP content (survival), % at 20 µM; EC50 in µM for titrated hits. 190,000 tested, under 10 active;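 active = EC50 below 50 µM in the dose-response confirmation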;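 note: death triggered by thapsigargin at about 15 µM added after 2 h compound pretreatment; cell ATP read after overnight thapsigargin exposure of roughly 18 to 22 hours; normalized against plate controls of thapsigargin alone and 5% DMSO vehicle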
# WT yeast gro inh – growth inhibition of WT yeast, mitochondrial fusion screen; mitochondrial fusion phenotypic screen, WT strain; 2.1% of 190,000 active; inhibition, % at 10 µM; in the data active = inhibition above about 58%; tested in S. cerevisiae
# Large T inhibition – TAg ATPase/helicase activity blockers – biochemical (AID 1903). 0.39% of 310,000 active. SV40 large T antigen ATPase/helicase inhibition assay; higher % means a stronger effect. inhibition, % at 20 µM, or IC50 in µM where a hit was titrated; in the data active = a potency from the dose series; inconclusive = inhibition mostly from about 32% at the one dose, without a potency; inactive = the rest, 99 in 100 with inhibition below about 32%; note: strong numbers were not always called active
# XIAP displacement – XIAP antagonists, biochemical, IAP family, fluorescence polarization (AID 1018) | XIAP BIR domain, fluorescence polarization peptide displacement; higher % means a stronger effect | displacement, % at 20 µM; hits with a dose series show IC50 in µM | 0.007% of 200,000 active; in the data active = displacement above about 50%; note: a part of the inactive calls stands beside numbers as strong as those of hits
# K1F lysis inhibition – protection from phage-mediated lysis, alamar blue read-out – E. coli UTI89, K1F phage, bacterial capsule biogenesis inhibitors (AID 488966). E. coli UTI89 K1F phage lysis, alamar blue, 2 h; higher % means a stronger effect. inhibition, % at 100 µM; hits with a dose series show IC50 in µM. 0.02% of 340,000 active;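 active = phage lysis inhibition, versus mean bacterial control, above a set limit; inconclusive = no clear call, values can overlap the other calls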;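 note: capsule biogenesis inhibitors block K1F phage lysis so surviving cells raise fluorescence; higher fluorescence means more inhibition of phage lysis; actives were called in the ten point dose series up to 300 µM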
# NS5 inhibitors – flavivirus cap methylation enzyme inhibition – biochemical, confirmation dose response, primary screen (AID 588689). inhibition, % at 25 µM; hits with a dose series show IC50 in µM. Dengue-2 NS5 methyltransferase capping enzyme assay, biochemical; higher % means a stronger effect. 0.3% of 340,000 active; in the data active = a potency from the dose series; inconclusive = inhibition above about 29% without an active follow-up result
# Yfh1-depleted yeast – enhancers of respiration in Yfh1-depleted yeast, dose response, Friedreich's ataxia, plus single-dose screen (AID 1465). S. cerevisiae Yfh1-off respiration, WST-1 reduction, 72 h; higher fold induction means a stronger effect. fold induction at 50 µM, or EC50 in µM where a hit was titrated. 0.074% of 220,000 active;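 active = fold induction of absorbance versus untreated yeast above a set limit, then at least 30% activation at any dose in follow-up; inconclusive = repeats straddling the limit, or above it without dose testing; inactive = fold induction below the set limit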;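 note: activators that raise dye reduction in frataxin-depleted yeast; strong numbers were not always called active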
# WT yeast gro inh mutant strain – second read-out of WT yeast gro inh, no call of its own (marks repeat the call); inhibition, %; mitochondrial fusion phenotypic screen, mutant strain inhibition
# * hit, by the source's call; i = inactive; ? = inconclusive; . = no result given; [ ] = another dose, or the depositor's remark. An unsorted share of the library (roughly 2.2% active in at least one column).
SMILES,RSV CPE inhibition,West Nile virus CPE,ER stress rescue,WT yeast gro inh,WT yeast gro inh mutant strain,Large T inhibition,XIAP displacement,K1F lysis inhibition,NS5 inhibitors,Yfh1-depleted yeast
CC1CC(C)CN(CC(=O)Nc2ccc(S(N)(=O)=O)cc2)C1 (stereo not drawn),-0.4%,0.1%,-0.5%,3,19,5%,-2.4%,-0.1%,.,i
c1ccc(Nc2nc(N3CCCCC3)nc(N3CCNCC3)n2)cc1,6.7%,-0.4%,-0.9%,15,9,3%,-8.1%,0.3%,1%,i
Cc1ccc(C2(C)NC(=O)N(CC(=O)N(Cc3ccccc3)C(C)(C)C)C2=O)cc1 (stereo not drawn),11%,-1.3%,.,.,.,-6%,.,0.5%,-16%,.
Cc1ccc(NC(=O)Nc2cc(S(C)(=O)=O)ccc2Cl)cc1,-1.1%,0.0%,.,.,.,5%,.,-0.2%[50 µM],-11%,i
CC(C)OCCCNC(=O)c1ccccc1NC(=O)C1=CSCCO1,1.7%,0.1%,.,.,.,9%,.,0.3%,-6%,.
O=C(O)C(c1ccccc1)C1(O)CCCCC1 (stereo not drawn),2.0%,0.0%,.,.,.,0%,.,-0.2%,1%,i
Cc1[nH]c(C)c(S(=O)(=O)Nc2ccccc2)c1C(=O)N1CCCC1,1.6%,-0.2%,.,.,.,6%,.,0.4%,-9%,.
Oc1cccc(Nc2nc(NCC3CCCO3)c3ccccc3n2)c1 (stereo not drawn),7.0%,-1.3%,.,-2,-23,?,-6.0%,3.9%,-4%,i
O=C1CC(c2ccco2)CC(O)=C1C=NCC1CCNCC1 (stereo not drawn),-0.7%,0.1%,-2.3%,9,3,7%,-5.4%,0.6%,31%,i
Cn1nccc1C(=O)Nc1nnc(C2CC2)s1,1.2%,-0.1%,.,.,.,5%,.,-0.1%,0%,.
O=C1CC(N2CCSCC2)C(=O)N1c1ccc(F)cc1 (stereo not drawn),4.1%,0.3%,.,.,.,8%,.,0.6%,-3%,i
COc1ccc(N(C(=O)c2cccnc2)S(=O)(=O)c2ccc(OC)c(OC)c2)cc1,1.3%,0.2%,.,.,.,.,.,6.6%,1%,.
COc1ccc(CNC(=O)[C@@H](NC(=O)C2CCN(C(=O)[C@@H](N)CC(C)C)CC2)C(C)C)cc1,0.9%,-0.3%,.,.,.,.,.,5.0%,-1%,.
O=C(Nc1nnc(-c2cccnc2)o1)c1ccccc1Cl,1.2%,0.5%,0.4%,5,6,2%,-2.4%,0.2%,5%,i
CCOC(=O)C(NC(=O)CC)(Nc1ccccc1OC)C(F)(F)F (stereo not drawn),1.9%,0.0%,0.6%,-6,23,6%,-2.7%,0.0%,7%,i
Cc1cc(C)cc(N2CC(c3nc4ccccc4n3C)CC2=O)c1 (stereo not drawn),0.3%,-0.2%,-2.6%,-8,-4,20%,1.3%,2.1%,0%,i
Cc1cc(C)nc(SCCC(=O)Nc2cccc3ccccc23)n1,5.5%,1.1%,0.3%,-10,-22,12%,-5.1%,0.1%,-4%,i
COC(=O)c1ccc(N2CCN(C)CC2)c(NC(=O)c2ccc(Br)o2)c1,-0.1%,-0.2%,.,.,.,6%,.,1.3%[50 µM],4%,.
C=C(C)c1cccc(C(C)(C)NC(=O)NCCCN2CCCC2=O)c1,-2.1%,0.0%,-0.5%,-22,-8,-2%,-7.5%,0.9%,-3%,i
CC(=O)Nc1ccc(S(=O)(=O)NCC(=O)NNC(=O)COc2ccccc2Cl)cc1,-0.9%,.,.,.,.,9%,.,1.0%[50 µM],6%,.
Cn1c(Cn2c(=O)sc3ccccc32)nnc1SCC(=O)NCCc1ccccc1,-0.4%,-0.4%,3.0%,5,0,3%,-3.8%,6.1%,5%,i
O=C(Nc1ccc2c(c1)C(=O)NC2=O)c1cccc(Cl)c1,4.4%,1.7%,.,.,.,.,.,0.0%,-2%,.
COc1ccccc1NC(=S)N1CCN(Cc2ccccc2)CC1,1.8%,-0.2%,-2.3%,-6,-6,16%,0.4%,0.8%,-7%,i
COc1cc(OC)c(C2=NOC(C(=O)N3CCc4ccccc4C3)C2)cc1Cl (stereo not drawn),19%,-0.6%,0.4%,23,16,-7%,-4.8%,4.5%,-9%,i
CN1CCN(C(=O)c2ccc(CN(c3ccccc3)S(=O)(=O)c3ccccc3)cc2)CC1,-2.1%,-0.1%,1.0%,-4,-4,16%,-6.7%,-0.2%,3%,i

# (next part)
SMILES,RSV CPE inhibition,West Nile virus CPE,ER stress rescue,WT yeast gro inh,WT yeast gro inh mutant strain,Large T inhibition,XIAP displacement,K1F lysis inhibition,NS5 inhibitors,Yfh1-depleted yeast
N#Cc1ccc2ccn(CC(=O)N3CCCc4ccccc43)c2c1,3.2%,-0.7%,-1.9%,.,.,0%,-12%,-0.1%,-6%,i
O=C(Nc1ccc(F)cc1)C1CC2CCC1C2 (stereo not drawn),3.6%,-0.1%,.,.,.,1%,.,1.0%,8%,.
COc1cc(C2C(C(=O)c3ccco3)=C(O)C(=O)N2CC2CCCO2)ccc1O (stereo not drawn),1.0%,-0.5%,.,.,.,5%,.,0.1%,4%,.
O=C(Nc1ccccc1)Nc1nnc(COc2ccccc2F)s1,17%,-0.1%,.,.,.,3%,.,1.1%,3%,i
CC1(C)CC(=O)C=C(C(=O)N2CCCC(CCC(=O)NCc3ccccc3F)C2)O1 (stereo not drawn),3.9%,-0.9%,-1.6%,-1,7,3%,-1.4%,0.0%,-2%,i
CCOCCCNC(=S)N1CCC(NC(=O)c2ccco2)CC1,1.2%,-0.1%,-0.2%,-4,-16,17%,-8.1%,0.2%,4%,i
CSc1ccc(/C=N/Nc2nc(C)cc(C)n2)cc1,0.2%,0.4%,2.0%,16,24,7%,-5.1%,0.3%,-9%,i
CCN(CC)CCNC(=O)c1cc2c(s1)-c1ccccc1SC2,10%,?,.,.,.,27%,.,0.4%,-9%,.
COCCN(CCOC)C(=S)Nc1ccccc1,-0.2%,-0.1%,-0.7%,-9,-8,3%,-4.9%,-0.4%,.,i
O=C(CCN1C(=O)C2C3C=CC(C4CC34)C2C1=O)Nc1ccc(Cl)cc1O (stereo not drawn),0.9%,1.1%,.,.,.,20%,.,-0.2%,-5%,.
COc1ccc(-c2ccc(C#N)c(SCC(=O)Nc3sc4c(c3C#N)CCC4)n2)cc1OC,1.1%,18%,-0.7%,7,-31,25%,-15%,0.4%,-5%,i
Cc1ccccc1NS(=O)(=O)c1ccc(C(=O)NNC(=O)c2ccccc2O)cc1,4.6%,.,.,.,.,11%,.,0.7%[50 µM],3%,.
CC(C)(C)n1nnnc1C(c1cccs1)N1CCN(Cc2ccc3c(c2)OCO3)CC1 (stereo not drawn),1.2%,-0.5%,-0.8%,-11,-13,4%,-11%,0.1%,-10%,i
CCc1ccc(-c2cc(C)no2)cc1S(=O)(=O)NCCc1ccccc1,8.7%,0.0%,.,.,.,8%,.,1.5%,-5%,.
O=C1/C(=C/c2cccnc2)SC(=S)N1C1CCS(=O)(=O)C1 (stereo not drawn),2.8%,-0.1%,-2.2%,-12,-5,12%,-4.5%,0.9%[50 µM],-5%,i
COCCN1CCn2c(nc3cc(NC(=O)c4cccs4)ccc32)C1,-0.2%,-0.1%,-2.0%,13,19,8%,-4.0%,-0.3%,-6%,i
COC(=O)Cc1[nH]nc2c1C(c1cccc(OC)c1OC)C(C#N)=C(N)O2 (stereo not drawn),0.0%,-0.8%,-0.8%,11,13,14%,-4.5%,1.5%,-1%,i
Cc1cnc(C(=O)Nc2nnc(SCc3c(Cl)cccc3Cl)s2)cn1,0.3%,-1.6%,-2.1%,64,68,10%,6.5%,-2.0%,4%,i
COc1ccc(CC(=O)NNC(=O)COc2ccc(C)cc2)cc1S(=O)(=O)N1CCOCC1,1.6%,.,.,.,.,14%,.,0.5%[50 µM],-3%,.
COc1ccc(C2CC(=O)c3cnc(Nc4cc(C)cc(C)c4)nc3C2)cc1 (stereo not drawn),4.2%,-1.0%,1.0%,69*,-8.6*,-3%,-4.3%,0.3%,-4%,i
COC(=O)c1cc(C#N)c(N2CC(C)OC(C)C2)nc1C (stereo not drawn),0.2%,0.3%,1.1%,4,-3,-2%,-8.5%,-1.9%,0%,i
O=C(c1ccccc1)N1CCN(C(=O)c2ccccc2)C1c1ccccc1,3.0%,-0.1%,-0.8%,-4,4,7%,-2.5%,-0.8%[50 µM],2%,i
O=C(c1noc2c1CCc1ccccc1-2)N1CCc2ccccc2C1,.,-0.5%,-2.9%,42,41,1%,-2.4%,.,.,i
CCN(c1ccc(NS(=O)(=O)c2cc(Cl)ccc2Cl)cc1)C(C)C,11%,-0.5%,0.9%,5,-10,8%,-16%,4.4%,-3%,i
O=C1C(Cl)=C(N2CCN(Cc3ccccc3)CC2)C(=O)N1c1ccccc1,-0.6%,1.1%,2.5%,-10,-1,6%,-6.8%,0.2%,68%,i
COc1ccc(CCNC(=O)CN(C)S(=O)(=O)c2ccc(OC)cc2)cc1,1.6%,-0.9%,.,.,.,11%,.,0.7%,2%,.
COc1cccc(NC(=O)CSc2ccc(-c3ccco3)nn2)c1,7.7%,-0.8%,.,.,.,12%,.,0.9%[50 µM],5%,.
CCOC(=O)c1[nH]c2cc3c(cc2c1NC(=O)CN1CC(C)CC(C)C1)OCO3 (stereo not drawn),1.4%,.,0.2%,19,-1,6%,-3.3%,1.8%,-1%,.
C/C(N)=C(/C#N)C(=O)COC(=O)CC12CC3CC(CC(C3)C1)C2,11%,-0.1%,3.7%,18,9,9%,-4.8%,7.1%,-5%,i
c1cnc(N2CCN(c3cnccn3)CC2)nc1,-0.5%,1.0%,-0.1%,-2,14,-5%,-3.6%,-0.1%,-1%,i
